Screening results as filed in PubChem.
PTHR1 agonist: PTHR1 (human) receptor agonism; Q03431; HEK293 GP2 PTHR1 cells, GloSensor cAMP luminescence, 1 h; Potency, µM (titrated, usually from 115 µM), for the others: at the highest dose activation, most hits filed as activators; 410,000 tested, 0.075% active; AID 743266; also: nearly all actives have a fitted effect of over 55% in size; some results filed as inactive show a strong effect at the top dose; inactives centre near -15; many of its hits are not listed in these tables
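HEK-293-derived GP2 cells expressing PTHR1 and a GloSensor cAMP reporter, 3,000/well, plated overnight, given luciferin plus IBMX (each 0.5 mM as added) for 1 h at 37 °C, then compound for 1 h at 37 °C. Luminescence was read after 15 min at room temperature.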
EPAC1 antag: EPAC1 (human) antagonism. Potency, µM (top dose mostly 115 µM), for the others: at the top dose activity change, negative = inhibition, actives largely listed as inhibitors. EPAC1 GEF assay, Rap1b-BODIPY-GDP exchange fluorescence. 360,000 tested, 0.14% active;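 also: plate controls were vehicle for no effect and positive control for full effect; nearly all actives have a fitted effect of over 50% in size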
EPAC2 agonist: activates human EPAC2 exchange factor | AID 720711 | Q8WZA2 | Potency, µM (highest dose often 154 µM), inactives show at the top dose activation, most hits filed as activators | EPAC2 activation, biochemical qHTS; response scale: 100% = 6.5 mM cAMP response | 360,000 tested, 0.079% active; also: nearly all actives have a fitted effect of over 50% in size
Target sequence (Q8WZA2 whole entry, looked up): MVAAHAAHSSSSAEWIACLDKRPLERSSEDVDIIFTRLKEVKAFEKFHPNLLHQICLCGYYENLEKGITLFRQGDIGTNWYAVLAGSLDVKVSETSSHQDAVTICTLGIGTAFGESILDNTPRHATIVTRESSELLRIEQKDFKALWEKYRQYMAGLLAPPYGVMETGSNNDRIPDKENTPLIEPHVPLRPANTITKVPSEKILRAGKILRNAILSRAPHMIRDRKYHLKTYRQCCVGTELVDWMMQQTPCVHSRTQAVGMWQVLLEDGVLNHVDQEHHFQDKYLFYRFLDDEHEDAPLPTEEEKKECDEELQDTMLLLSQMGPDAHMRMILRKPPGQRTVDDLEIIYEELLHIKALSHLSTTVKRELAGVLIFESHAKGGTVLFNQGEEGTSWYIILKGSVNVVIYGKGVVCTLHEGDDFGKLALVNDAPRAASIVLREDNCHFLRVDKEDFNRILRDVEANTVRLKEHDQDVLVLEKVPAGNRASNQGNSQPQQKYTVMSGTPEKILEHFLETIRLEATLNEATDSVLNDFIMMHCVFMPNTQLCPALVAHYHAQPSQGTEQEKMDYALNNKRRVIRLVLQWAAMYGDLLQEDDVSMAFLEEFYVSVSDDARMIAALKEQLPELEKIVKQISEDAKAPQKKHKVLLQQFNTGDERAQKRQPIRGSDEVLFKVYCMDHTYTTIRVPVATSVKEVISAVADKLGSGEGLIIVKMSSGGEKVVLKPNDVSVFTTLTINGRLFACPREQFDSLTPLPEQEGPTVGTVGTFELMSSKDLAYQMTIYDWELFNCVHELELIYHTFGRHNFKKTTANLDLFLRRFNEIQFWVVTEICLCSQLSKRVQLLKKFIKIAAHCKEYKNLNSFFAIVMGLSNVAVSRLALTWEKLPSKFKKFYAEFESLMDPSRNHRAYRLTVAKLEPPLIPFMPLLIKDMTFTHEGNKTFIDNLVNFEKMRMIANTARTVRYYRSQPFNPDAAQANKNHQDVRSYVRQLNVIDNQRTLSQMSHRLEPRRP
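Compounds were titrated in qHTS against a Rap1B-BODIPY-GDP (250 nM) complex with EPAC2 (100 nM) and GDP (50 uM). BODIPY-GDP release tracked at 480/540 nm over 30 min at room temperature, normalized to 6.5 mM cAMP.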
aSyn rescue: inhibitors of alpha-synuclein toxicity in yeast. Yeast expressing alpha-synuclein, growth rescue, BacTiter-Glo, 24 h. Potency, µM (highest dose often 46.1 µM), for inactives: top-dose growth rescue (activation), hits mostly activators. 370,000 tested, 0.14% active; also: % of control where 0% means no effect; nearly all actives have a fitted effect of over 65% in size
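Rescue of yeast growth: cells expressing toxic alpha-synuclein, induced in galactose at OD600 0.02, incubated with compound 24 h at 30 C. ATP luminescence quantified growth; inhibitors of toxicity appear as activators.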
FUS yeast rescue: rescues growth of FUS-expressing yeast. S. cerevisiae FUS-expressing, growth rescue, OD600, 24 h. Potency, µM (doses to about 76.6 µM), without a hit: at the top dose growth rescue (activation), actives largely listed as activators. 390,000 tested, 0.24% active;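 also: plate controls were DMSO vehicle for no effect and reference control for full effect; nearly all actives have a fitted effect of over 55% in size; some results filed as inactive show a strong effect at the top dose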
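Restored growth of FUS-toxic S. cerevisiae, read as 600 nm absorbance after 24 h at 30C in galactose medium (starting OD 0.005). Controls CP55940 and DMSO.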
TDP43 rescue: inhibitors of TDP-43 toxicity in yeast. TDP-43 expressing yeast growth rescue, BacTiter-Glo, 24 h. Potency, µM (series often up to 46.1 µM), for the others: at the top dose growth rescue (activation), usual class: activators. 410,000 tested, 1.8% active; also: % of control where 0% means no effect; nearly all actives have a fitted effect of over 50% in size
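Yeast expressing TDP-43 (pregrown in raffinose, seeded at OD600=0.02 in galactose medium) exposed to compounds 24 hr at 30 deg C. Growth read by BacTiter-Glo luminescence; rescue of toxicity appears as increased signal.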
EPAC2 antag: EPAC2 (human) antagonism | 360,000 tested, 0.18% active | Potency, µM (top dose mostly 114 µM), inactives show at the top dose activity, negative = inhibition, usual class: inhibitors | AID 720708 | Q8WZA2 | EPAC2 GEF exchange of Rap1B-BODIPY-GDP, fluorescence; also: % is scaled to controls: 0 for no effect and ±100 for the full control effect; nearly all actives have a fitted effect of over 45% in size; many of its hits are not listed in these tables
EPAC1 agonist: agonists of human EPAC1 | O95398 | EPAC1 agonist qHTS, biochemical assay; response scale: 100% = response to 6.5 mM cAMP | Potency, µM (doses to about 154 µM), for inactives: at the top dose activation, most hits filed as activators | 360,000 tested, 0.073% active | AID 720707; also: nearly all actives have a fitted effect of over 60% in size
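Nucleotide exchange assay: 100 nM EPAC1 with 250 nM Rap1B loaded with BODIPY-GDP and 50 uM GDP, room temperature. Fluorescence (480/540 nm) read every 5 min for 30 min; signal change normalized to 6.5 mM cAMP as full agonist.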
Starred values were filed as active, the others as inactive; i = inactive; ? = inconclusive; . = not tested or not shown; [ ] = remark or other dose. Calls follow the shape of the dose curve; as a rule, active = well fitted curve in the direction sought with a large enough effect; inconclusive = small, poorly fitted or top-dose-only effect, or another doubt; inactive = no such curve, though single readings can be large; an effect the other way counts as inactive or inconclusive. Potency is read from the fitted curve at half-maximal effect.

SMILES	PTHR1 agonist	EPAC1 antag	EPAC2 agonist	aSyn rescue	FUS yeast rescue	TDP43 rescue	EPAC2 antag	EPAC1 agonist
COc1ccccc1CNC(=O)c1nnc(Cc2ccc(Cl)cc2)o1	-12%	-11%	15%	8%	0%	?	5%	-4%
CCC(O)CC(C(=O)NNc1ccccc1)C(=O)NNc1ccccc1 (centres undefined)	i	4%	0%	3%	-21%	1%	2%	8%
S=C(NCC1CCCO1)N1CCN(c2nc(-c3ccc(Cl)cc3)cs2)CC1 (centres undefined)	-31%[inhibitor]	4%	26%	-7%	?	?	-11%	-33%[inhibitor]
O=C(CCC1CCCCC1)NC1CCCCC1	i	8%	-6%	0%	.	16%	10%	5%
Cn1cc(S(=O)(=O)NCC2CCCO2)c(=O)n(C)c1=O (centres undefined)	i	2%	12%	-6%	-15%	-5%	2%	5%
Fc1ccc(-c2nc3c4ccccc4ccn3c2Cc2ccccc2)cc1	-21%	-26%	9%	8%	-8%	8%	8%	-3%
COc1cccc(CN2CCC(C)(Oc3cccc(Cl)c3)C2)c1OC (centres undefined)	0%	13%	13%	0%	-17%	23%	11%	2%
CCCn1c(N)c(C(=O)CSc2nnc(-c3cccs3)n2C2CC2)c(=O)[nH]c1=O	6%	-9%	10%	-1%	.	8%	6%	1%
COc1ccc(-n2c(=O)c3c4c(sc3n3c(=S)[nH]nc23)CCCC4)cc1	i	6%	9%	0%	-1%	?	-14%	6%
O=C(O)CCc1ccc(-c2ccccc2)n1-c1cccc(O)c1	-4%[57.5 µM]	1%	10%	15%	24%	8%	3%	7%
CC(=O)N1C[C@H]2CON(C)[C@H]2C[C@H]1c1ccccc1	-23%	-5%	6%	0%	-24%	15%	-4%	8%
Cc1cccc(C(=Cc2ccc([N+](=O)[O-])cc2)C(=O)O)c1	-4%	-26%	4%	14%	-1%	?	-4%	-1%
Cc1cccc(C)c1OCCNC(=O)OCc1ccccc1	-34%[inhibitor]	-14%	10%	4%	-14%	3%	-14%	-4%
COc1ccc(N2CCN(S(=O)(=O)c3cn(C)cn3)CC2)cc1	-10%	9%	12%	0%	-15%	1%	18%	-6%
FC(F)(F)c1cccc(N2Cc3ccccc3C2)c1	i	3%	-4%	-2%	6%	9%	-7%	-2%
CSCCC(NC(=O)c1ccccc1)C(=O)NCc1ccc(S(N)(=O)=O)cc1 (centres undefined)	i	-30%	1%	6%	-25%	21%	-3%	0%
CN1CCN(CCCNC(=O)c2ccc(/C=C3\Oc4ccccc4N(Cc4ccccc4F)C3=O)cc2)CC1	23%	-17%	16%	-21%	41%	?	-15%	-3%
C/C(=N\NC(=S)NCC(C)(C)C)c1cc(F)cc(F)c1O	i	-10%	-8%	8%	-2%	13µM*	-7%	-6%
Cc1nn(-c2ccccc2)c(N2CCCCC2)c1/C=N/NC(=O)c1ccncc1	-8%	-1%	1%	-11%	9%	0%	-7%	-1%
Cc1ccc(C(=O)Nc2nn(C)c3cccc(F)c23)cc1	-11%	-15%	7%	-1%	19%	24%	1%	6%
CC1(C)CC(NCCN2CCN(C3=CC(=C(C#N)C#N)CC(C)(C)C3)CC2)=CC(=C(C#N)C#N)C1	-34%	6%	-1%	1%	-31%	22%	5%	-8%
O=[N+]([O-])c1ccc(CN2C=NS(=O)(=O)c3ccccc32)cc1	i	-5%	4%	-3%	18%	-19%[0.397 µM]	-2%	-1%
CCc1ccc(/C=C/C(=O)c2c(C)cc(C)[nH]c2=O)cc1	-77%[inhibitor][57.5 µM]	5%	8%	0%	0%	15%	7%	2%
O=C(OCCOCCOC(=O)Oc1ccccc1)Oc1ccccc1	i	-9%	3%	7%	.	14µM*	-5%	-6%
Nc1nnc(SCC(=O)Nc2ccc(F)c(Cl)c2)n1-c1ccccc1	-13%	2%	3%	-2%	18%	-1%	0%	-7%

A section from further up, for reference:
SMILES	PTHR1 agonist	EPAC1 antag	EPAC2 agonist	aSyn rescue	FUS yeast rescue	TDP43 rescue	EPAC2 antag	EPAC1 agonist
CCC(O)CC(C(=O)NNc1ccccc1)C(=O)NNc1ccccc1 (centres undefined)	i	4%	0%	3%	-21%	1%	2%	8%
S=C(NCC1CCCO1)N1CCN(c2nc(-c3ccc(Cl)cc3)cs2)CC1 (centres undefined)	-31%[inhibitor]	4%	26%	-7%	?	?	-11%	-33%[inhibitor]

Back to the main list, starting three compounds before the break.
SMILES	PTHR1 agonist	EPAC1 antag	EPAC2 agonist	aSyn rescue	FUS yeast rescue	TDP43 rescue	EPAC2 antag	EPAC1 agonist
CCc1ccc(/C=C/C(=O)c2c(C)cc(C)[nH]c2=O)cc1	-77%[inhibitor][57.5 µM]	5%	8%	0%	0%	15%	7%	2%
O=C(OCCOCCOC(=O)Oc1ccccc1)Oc1ccccc1	i	-9%	3%	7%	.	14µM*	-5%	-6%
Nc1nnc(SCC(=O)Nc2ccc(F)c(Cl)c2)n1-c1ccccc1	-13%	2%	3%	-2%	18%	-1%	0%	-7%
CCOCCCNC(=O)C(NC(=O)Cc1cccs1)c1ccc(C)cc1 (centres undefined)	i	-18%	8%	-2%	19%	-4%	10%	0%
CC(=O)c1cccc(Nc2cc(C)nc3c(C)cc(C)cc23)c1	-22%	-14%	-6%	4%	.	30%	1%	3%
COCCNC(=S)N/N=C(\C)c1ccc(Cl)s1	i	-3%	-7%	-1%	-1%	-9%	-1%	-2%
CC(=O)C1=C(O)C(=O)N(c2ccc(C)cc2)C1c1ccc([N+](=O)[O-])cc1 (centres undefined)	-27%	2%	6%	9%	6%	1%	1%[57.1 µM]	3%
CCOc1ccccc1-c1nnc(SCC(=O)NC2CC2)n1CC	i	-16%	-4%	4%	7%	-30%	18%	-18%
CCc1ccc(CN(C)C(=O)C2CCC(=O)N(Cc3cccc(OC)c3)C2)nc1 (centres undefined)	i	-7%	5%	1%	-11%	15%	7%	-5%
Cc1oc2nc(SCC(=O)Nc3ccc(S(N)(=O)=O)cc3)nc(NC(=O)c3ccccc3)c2c1C	-1%[57.5 µM]	14%	-5%	10%	16%	-17%	12%	-15%
O=C(O)CCCC(=O)Nc1ccc(-n2ccc(C(F)(F)F)n2)cc1	i	1%	6%	1%	1%	15%	0%	-6%
COc1nc(OC)nc(N2CCC(C(=O)NC3CCCCCC3)CC2)n1	-16%[57.5 µM]	7%	-5%	1%	21%	-16%	8%	4%
O=S1(=O)[C@H]2C[C@@H]3C=C[C@@]2(CN1Cc1ccc(F)cc1)O3	-6%	-1%	6%	5%	-15%	20%	7%	9%
COC(=O)c1sc(SC)c(S(=O)(=O)C(C)C)c1N	i	18%	5%	0%	-1%	2%	-3%	-6%
Cc1ccnc(NC(=O)c2ccc3c(c2)C(=O)N(CCC(C)C)C3=O)c1	0%	-13%	3%	-12%	.	1%	16%	-2%
CC(=O)Oc1ccc2nc(-c3ccco3)oc(=O)c2c1	-18%	3%	5%	2%	-6%	-8%	5%	5%
CC(=O)N1CCN(S(=O)(=O)c2cccc(C(=O)NNC(=O)COc3ccc(F)cc3)c2)CC1	-22%	-12%	-3%	-5%	.	12%	-5%	-5%
COc1ccc(C(=O)CSc2nnc(-c3ccc(S(=O)(=O)N4CCOCC4)cc3)o2)cc1	-5%	8%	-1%	.	-4%	1%	14%	3%
O=C(COc1ncnc2ccccc12)NCCCN1CCCC1=O	i	6%	7%	-1%	-3%	-11%	5%	4%
O=C(c1ccc2ccccc2c1)N1CCN(c2ccc([N+](=O)[O-])c(N3CCOCC3)c2)CC1	i	4%	0%	17%	5%	?	-6%	5%
CC1CCCC(C)N1c1nnc(NC(=O)c2cc(-c3ccc(Br)cc3)on2)s1 (centres undefined)	-45%[inhibitor]	-13%	4%	-1%	-15%	4%	6%	3%
Cc1ccc(NC(=O)c2ccco2)c(NC(=O)c2ccc(Cl)cc2)c1	i	1%	14%	4%	3%	0%	-11%	-1%
CCc1nn(-c2cc(Cl)ccc2OC)c2c1C(=O)CCC2	-4%[57.5 µM]	-13%	-4%	6%	-2%	12%	-3%	-4%
COC(=O)C1=C(C(=O)c2ccccc2)C(c2cccs2)n2nnnc2N1 (centres undefined)	i	15%	6%	2%	38%	-5%	19%	1%
CCc1csc(CCNC(=O)C2CCC(=O)N(Cc3ccccc3F)C2)n1 (centres undefined)	-9%	-6%	6%	-8%	10%	7%	1%	0%
CC[C@H](C)[C@@H]1NC(=O)c2cc([N+](=O)[O-])cc(F)c2OCC[C@@H](C(N)=O)NC(=O)[C@H](CCCCN)NC1=O	24%	-17%	9%	-2%	22%	-10%	14%	-16%
O=C(Nc1ccc(Cl)cc1)OCc1cc(-c2ccccc2Cl)on1	-8%	-9%	4%	-1%	.	12%	-2%	-1%
CCN(c1ccccc1)S(=O)(=O)c1ccc(C(=O)NNC(=O)c2ccccc2F)cc1	i	0%	5%	8%	-13%	7%	-5%	1%
Later entries.
SMILES	PTHR1 agonist	EPAC1 antag	EPAC2 agonist	aSyn rescue	FUS yeast rescue	TDP43 rescue	EPAC2 antag	EPAC1 agonist
Cc1ccc(NC(=O)CN(C)C(=O)CCCN2C(=O)c3ccccc3C2=O)cc1	i	0%	4%	5%	?	9%	9%	1%
COc1cccc(CN(C)CC(=O)NNC(=O)c2ccc(Cl)cc2)c1	i	5%	15%	1%	?	-2%	-9%	5%
COc1ccccc1S(=O)(=O)n1cc(Cc2ccccc2)c(N)n1	i	0%	5%	-8%	?	-1%	-7%	5%
CN(CC(=O)N1CCN(c2ccccc2)CC1)C1CCCc2ccccc21 (centres undefined)	-17%	-4%	12%	4%	14%	-10%	-8%	10%
COC(=O)c1oc2ccc(Br)cc2c1NC(=O)c1ccccc1	10%[57.5 µM]	3%	8%	-3%	?	-12%	3%	0%
COC1C(CO)OC(n2cnc3c(=S)nc(N)[nH]c32)C1O (centres undefined)	-31%[inhibitor]	0%	5%	-2%	.	7%	8%	-8%
CC1CCC(NC(=O)c2ccc(COc3ccccc3)o2)CC1 (centres undefined)	-13%	-9%	-7%	-3%	4%	-16%	10%	-6%
COc1ccc(NS(=O)(=O)c2cc(NC(=O)c3cnccn3)ccc2N2CCCC2)cc1	-43%	3%	4%	6%	.	1%	-6%	17%
O=S(N1CCCCCC1)C12CC3CC(CC(C3)C1)C2 (centres undefined)	19%[57.5 µM]	7%	9%	4%	10%	19%	-2%	3%
CC(NC(=O)Nc1ccc(Cl)cc1)C(c1cccs1)N1CCOCC1 (centres undefined)	i	-22%	8%	0%	-23%	8%	-1%	0%
NC(=O)c1ccccc1OCc1nc2ccccc2s1	-29%	-4%	8%	16%	8%	6%	-3%	5%
O=[N+]([O-])c1ccc(C2=Nn3cnnc3SC2)cc1	i	-26%	7%	-5%	13%	-24%[1.82 µM]	0%	0%

Only part of the results is shown; rates above refer to the full screens.
